GPR7 antagonist: GPR7 receptor antagonists, primary screen, cell-based, fluorescence, single concentration; Neuropeptides B/W receptor type 1 (Homo sapiens), P48145; AID 1861, 2009; inhibition, % at 4.4 µM; 1.1% of 290,000 active; GPR7-expressing cells, fluorescence antagonist assay; in the data active means inhibition above about 16%, passing the limit was not always enough;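 further: cells stimulated with the agonist NPW; 0% = agonist with vehicle and 100% = vehicle without agonist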
NALP1 inh: NALP1 inflammasome inhibitors in reconstituted yeast, colorimetric, S. cerevisiae, triplicate retest. AID 2071, 2009. S. cerevisiae NALP1/ASC/caspase-1 growth, X-gal OD620, 72 h. 0.61% of 280,000 active. inhibition, % at 10 µM; in the data active means inhibition mostly above about 24%, no sharp cut-off; inactive means mostly below about 32%; further: some compounds called inactive have numbers as strong as hits
M18AAP inhibitor: PfM18AAP inhibitors, malaria aminopeptidase, primary screen, biochemical, QFRET, recombinant enzyme; H-Glu-NHMec fluorogenic cleavage; inhibition, % at 7.35 µM; 1.2% of 290,000 active; AID 1822, 2009;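 active means inhibition above the campaign mean inhibition over all tested compounds plus 3 SD, cut at about 28% in these data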;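 further: 0% = plate median of test compound wells and 100% = 2 mM ZnCl2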
PHOSPHO1 inh: PubChem AID 1565 | inhibition, % at 13.3 µM | 1.1% of 290,000 active | Phosphoethanolamine/phosphocholine phosphatase (Homo sapiens), Q8TCT1 | recombinant PHOSPHO1, absorbance phosphatase assay; in the data active means inhibition above about 60%
IDE cell activ: human IDE activators in live cells, primary screen, fluorescence polarization, HEK cells, FAbeta-B substrate; Insulin-degrading enzyme (Homo sapiens), P14735; FAbeta-B cleavage; 0% vehicle, 100% cell-free pure enzyme wells; activation, % at 5.96 µM; 0.073% of 340,000 active;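 active means activation above the mean of all tested compounds plus 3 SD, set per screening campaign, cut at about 17% in these data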
VIM-2 inh: VIM-2 metallo-beta-lactamase inhibitors, primary screen, biochemical, epi-absorbance readout, Pseudomonas aeruginosa enzyme | inhibition, % at 5.6 µM | 0.89% of 290,000 active | purified VIM-2, nitrocefin hydrolysis, epi-absorbance fluorescence;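 active means inhibition above the mean of all tested compounds plus 3 SD, cutoff set per screening run, cut at about 7.5% in these data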;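 further: red hydrolysis product quenches plate fluorescence so inhibitors raise well fluorescence; 0% = enzyme with DMSO and 100% = DMSO without enzyme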
IDE inh: human IDE inhibitors in live cells, primary screen, fluorescence polarization, HEK cells, FAbetaB substrate; Insulin-degrading enzyme (Homo sapiens), P14735; FAbetaB cleavage; inhibition, % at 5.59 µM; 0.41% of 320,000 active; AID 434962, 2010;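 active means percent inhibition above the average of all tested compounds plus 3 SD, set per screening campaign, cut at about 16% in these data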;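 further: IDE supplied by intact live HEK cells; FP after avidin binding of uncleaved biotin substrate so inhibition keeps polarization high; 0% = DMSO wells and 100% = 60 µM reference IDE inhibitor Ii1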
IMP-1 inhibitor: IMP-1 metallo-beta-lactamase inhibitors, primary screen, biochemical, epi-absorbance readout, Pseudomonas aeruginosa enzyme | metallo-beta-lactamase IMP-1 (Pseudomonas aeruginosa) | purified IMP-1, nitrocefin hydrolysis, epi-absorbance fluorescence | inhibition, % at 5.6 µM | 0.45% of 290,000 active | AID 1556, 2009;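 active means inhibition above the mean plus 3 SD of all compounds in the same screening run, cut at about 4.5% in these data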;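 further: 0% = IMP-1 with DMSO and 100% = DMSO wells lacking enzyme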
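Assay system: purified recombinant IMP-1 beta-lactamase. Input: IMP-1 0.2 nM before substrate addition. Buffer or medium: Zinc- and detergent-supplemented HEPES buffer, pH 7.1. Schedule: 25 °C, 15 min preincubation, 25 min reaction. Signal: Epi-absorbance fluorescence, 480 nm excitation, 530 nm emission. Evaluation: percent inhibition from optical density relative to buffer-blank wells.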
pCIP destab: p/CIP-EGFP fusion destabilizers, primary screen, fluorescence, F442A cells. 16 h. Q05BA5. AID 1984, 2009. decrease of EGFP signal, % at 10 µM. 0.01% of 290,000 active;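 active means EGFP signal decrease of at least 30% at 10 µM or well 3 SD below plate mean, unless failing retest; inactive means the rest, including hits failing retest or dose response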; further: some compounds called inactive have numbers as strong as hits; many of its hits are not listed in these tables
* = called active by the depositor.

What do the screens show for `CC(C)[C@H](NC(=O)OCc1ccccc1)C(=O)OCC(=O)NC1CCCCC1`?
GPR7 antagonist: -10.1; NALP1 inh: 15.0; M18AAP inhibitor: -21.3; PHOSPHO1 inh: 11.6; IDE cell activ: 2.9; VIM-2 inh: -3.0; IDE inh: -4.0; IMP-1 inhibitor: -6.3; pCIP destab: 2.2

Results for CCOc1ccc(Oc2ccccc2NC(=O)CCNC(C)=O)cc1 ?
GPR7 antagonist: -5.5; NALP1 inh: 0.3; M18AAP inhibitor: -0.9; PHOSPHO1 inh: -0.4; IDE cell activ: -0.2; VIM-2 inh: -1.5; IDE inh: -1.0; IMP-1 inhibitor: -3.3; pCIP destab: -1.9

What do the screens show for `CS(=O)(=O)N(CC(=O)N1CCN(Cc2ccccc2)CC1)C1CCCCC1`?
GPR7 antagonist: -0.6; NALP1 inh: 0.0; M18AAP inhibitor: -0.6; PHOSPHO1 inh: 10.9; IDE cell activ: -2.1; VIM-2 inh: -3.5; IDE inh: 0.8; IMP-1 inhibitor: -5.3; pCIP destab: -8.0

Results for Cc1cccc(NC(=O)CS(=O)(=O)c2cn(C)c3ccccc23)c1 ?
GPR7 antagonist: -6.2; NALP1 inh: 34.1; M18AAP inhibitor: -2.8; PHOSPHO1 inh: -10.0; IDE cell activ: 4.3; VIM-2 inh: -0.2; IDE inh: 1.5; IMP-1 inhibitor: -2.7; pCIP destab: -2.8

Results for CN(C)C(=O)c1ccc2c3c(cccc13)CC2 ?
GPR7 antagonist: -2.7; NALP1 inh: 25.6; M18AAP inhibitor: 1.5; PHOSPHO1 inh: -2.4; IDE cell activ: 0.1; VIM-2 inh: -3.0; IDE inh: -0.7; IMP-1 inhibitor: -3.2; pCIP destab: -0.1

Results for CC1=NOC(=O)/C1=C/c1ccc(O)cc1 ?
GPR7 antagonist: -8.0; NALP1 inh: 1.8; M18AAP inhibitor: 2.2; PHOSPHO1 inh: -5.7; IDE cell activ: -3.8; VIM-2 inh: -0.8; IDE inh: 5.5; IMP-1 inhibitor: -2.2; pCIP destab: 0.6

What do the screens show for `Cc1cc(OC(C)C)nc(NCc2ccccc2)n1`?
GPR7 antagonist: 1.5; NALP1 inh: 3.4; M18AAP inhibitor: -4.0; PHOSPHO1 inh: 26.7; IDE cell activ: 3.6; VIM-2 inh: -1.1; IDE inh: 2.4; IMP-1 inhibitor: -1.4; pCIP destab: -9.8

Results for COC(=O)c1ccccc1NC(=S)NC(=O)c1ccc2c(c1)OCO2 ?
GPR7 antagonist: -13.9; NALP1 inh: -10.3; M18AAP inhibitor: 0.4; PHOSPHO1 inh: 17.8; IDE cell activ: 3.0; VIM-2 inh: -3.3; IMP-1 inhibitor: -2.8; pCIP destab: -14.2

What do the screens show for `CSc1cccc(CN2CCN(CCC(C)C)C(CCO)C2)c1` (configuration not stated)?
GPR7 antagonist: -4.4; NALP1 inh: 19.3; M18AAP inhibitor: 1.6; PHOSPHO1 inh: 48.2; IDE cell activ: -0.9; VIM-2 inh: -2.1; IDE inh: 5.3; IMP-1 inhibitor: -2.7; pCIP destab: -7.2

What do the screens show for `COc1ccc(C(=O)/C=C/c2cn(CN3CCN(C)CC3)c3ccccc23)cc1`?
GPR7 antagonist: -5.5; NALP1 inh: 9.3; M18AAP inhibitor: 3.4; PHOSPHO1 inh: 5.0; IDE cell activ: -8.9; VIM-2 inh: -0.9; IDE inh: 9.8; IMP-1 inhibitor: -1.5; pCIP destab: 16.4

What do the screens show for `CCn1cc(C(=O)NCCC(=O)NCCO)c(=O)c2cc3c(cc21)OCO3`?
GPR7 antagonist: -13.5; NALP1 inh: -1.4; M18AAP inhibitor: 0.2; PHOSPHO1 inh: 29.2; IDE cell activ: 3.3; VIM-2 inh: 0.9; IDE inh: 3.9; IMP-1 inhibitor: -4.3; pCIP destab: -1.3

How did COCCNC(=O)C(c1ccc(Cl)cc1)N(CCOC)C(=O)CCC(=O)Nc1nccs1 (configuration not stated) do in these assays?
GPR7 antagonist: -6.9; NALP1 inh: 16.4; M18AAP inhibitor: -3.6; PHOSPHO1 inh: 11.9; IDE cell activ: 3.4; VIM-2 inh: -1.7; IDE inh: 7.3; IMP-1 inhibitor: 0.1; pCIP destab: 10.8

How did CCO[C@@H]1OC(C(=O)NCc2ccccc2)=C[C@H](c2ccc3c(c2)OCO3)[C@H]1CCCO do in these assays?
GPR7 antagonist: -14.9; NALP1 inh: -9.0; M18AAP inhibitor: -1.9; PHOSPHO1 inh: 11.8; IDE cell activ: 2.0; VIM-2 inh: -0.8; IDE inh: -1.6; IMP-1 inhibitor: -1.2; pCIP destab: 2.3

How did Cc1ccccc1NC(=S)NCc1cccs1 do in these assays?
GPR7 antagonist: -3.8; NALP1 inh: 14.8; M18AAP inhibitor: 3.1; PHOSPHO1 inh: 10.1; IDE cell activ: 2.1; VIM-2 inh: -5.8; IDE inh: 0.2; IMP-1 inhibitor: -3.2; pCIP destab: 2.6

What do the screens show for `O=C(CNC(=S)NC(=O)c1ccccc1Br)c1ccccc1`?
GPR7 antagonist: -3.7; NALP1 inh: -0.9; M18AAP inhibitor: 1.6; PHOSPHO1 inh: -3.9; IDE cell activ: 5.6; VIM-2 inh: -3.8; IDE inh: -2.3; IMP-1 inhibitor: -3.9; pCIP destab: -2.7

What do the screens show for `CCOc1ccc(NC(=O)CN(C)CC(=O)Nc2ccccc2SC)cc1OCC`?
GPR7 antagonist: -5.5; NALP1 inh: 16.1; M18AAP inhibitor: -9.1; PHOSPHO1 inh: -16.0; IDE cell activ: 1.6; VIM-2 inh: -1.1; IDE inh: -1.1; IMP-1 inhibitor: -0.5; pCIP destab: -34.9

Results for CCCc1nc2c(nnn2Cc2ccccc2Cl)c(=O)[nH]1 ?
GPR7 antagonist: -15.0; NALP1 inh: -4.1; M18AAP inhibitor: -10.0; PHOSPHO1 inh: 5.5; IDE cell activ: -1.0; VIM-2 inh: -1.4; IDE inh: -1.0; IMP-1 inhibitor: -3.5; pCIP destab: 4.5

Results for CC(c1ccco1)N(C(=O)COc1ccc(Cl)cc1)c1ccccn1 (configuration not stated) ?
GPR7 antagonist: 7.4; NALP1 inh: -1.0; M18AAP inhibitor: 6.4; PHOSPHO1 inh: -11.7; IDE cell activ: 0.6; VIM-2 inh: -3.8; IDE inh: -1.2; IMP-1 inhibitor: -2.7; pCIP destab: -1.1

How did CC(C)C(NS(=O)(=O)c1ccccc1)C(=O)N1CCN(C(=O)c2ccco2)CC1 (configuration not stated) do in these assays?
GPR7 antagonist: 4.7; NALP1 inh: 9.8; M18AAP inhibitor: -14.4; PHOSPHO1 inh: -2.0; IDE cell activ: 1.0; VIM-2 inh: -1.4; IDE inh: 0.9; IMP-1 inhibitor: -1.7; pCIP destab: -13.0

Results for O=C(Cc1nn[nH]n1)NCCC1=CCCCC1 ?
GPR7 antagonist: -14.2; NALP1 inh: 4.3; M18AAP inhibitor: -4.9; PHOSPHO1 inh: 15.6; IDE cell activ: 0.2; VIM-2 inh: -2.0; IDE inh: 0.1; IMP-1 inhibitor: -6.7; pCIP destab: 0.7

Results for CCSc1nnc([C@@H](NC(=O)OC(C)(C)C)C(C)C)o1 ?
GPR7 antagonist: -9.6; M18AAP inhibitor: -5.5; PHOSPHO1 inh: 46.0; IDE cell activ: 4.7; VIM-2 inh: -2.2; IDE inh: 0.6; IMP-1 inhibitor: -2.7; pCIP destab: -4.0

How did O=C(NC1CC2CCC(C1)N2Cc1ccco1)c1ccccc1 (configuration not stated) do in these assays?
GPR7 antagonist: 1.7; NALP1 inh: 6.2; M18AAP inhibitor: -1.8; PHOSPHO1 inh: -12.7; IDE cell activ: -0.3; VIM-2 inh: -3.5; IDE inh: -3.8; IMP-1 inhibitor: 1.0; pCIP destab: 4.8

What do the screens show for `CCOC(=O)N1CCN(c2ncnc3nc[nH]c23)CC1`?
GPR7 antagonist: 3.3; NALP1 inh: 13.1; M18AAP inhibitor: 4.4; PHOSPHO1 inh: -10.0; IDE cell activ: -2.3; VIM-2 inh: 1.0; IDE inh: 1.4; IMP-1 inhibitor: -0.2; pCIP destab: -1.6

How did CC(=O)CSc1ccc(C(=O)O)cn1 do in these assays?
GPR7 antagonist: 3.0; NALP1 inh: 16.2; M18AAP inhibitor: 2.1; PHOSPHO1 inh: 4.5; IDE cell activ: 1.9; VIM-2 inh: -0.9; IDE inh: 1.4; IMP-1 inhibitor: -1.2; pCIP destab: 3.5

What do the screens show for `CN1/C(=C\C(=O)Nc2cccc(Cl)c2)C(C)(C)c2ccccc21`?
GPR7 antagonist: -5.4; NALP1 inh: 33.0; M18AAP inhibitor: 2.2; PHOSPHO1 inh: 11.3; IDE cell activ: 7.8; VIM-2 inh: -1.5; IDE inh: 3.4; IMP-1 inhibitor: -3.3; pCIP destab: -9.2

What do the screens show for `COc1ccc(/C(C)=N/NC(=O)c2cc(C)[nH]n2)c(OC)c1`?
GPR7 antagonist: -0.3; NALP1 inh: 7.0; M18AAP inhibitor: 5.3; PHOSPHO1 inh: 43.0; IDE cell activ: -1.9; VIM-2 inh: -3.7; IDE inh: -4.1; IMP-1 inhibitor: -3.7; pCIP destab: -13.9

How did O=C(C1CC1)N1N=C(c2ccc(Cl)cc2)CC1(O)C(F)(F)F (configuration not stated) do in these assays?
GPR7 antagonist: 17.8; NALP1 inh: 10.2; M18AAP inhibitor: -12.3; IDE cell activ: 0.9; VIM-2 inh: 4.3; IDE inh: -1.8; IMP-1 inhibitor: 1.5; pCIP destab: -6.7

What do the screens show for `COc1ccccc1CNC(=O)CSc1ccc(-c2ccncc2)nn1`?
GPR7 antagonist: -5.4; NALP1 inh: 34.3; M18AAP inhibitor: 1.2; PHOSPHO1 inh: -28.8; IDE cell activ: -0.5; VIM-2 inh: -5.0; IDE inh: -3.5; IMP-1 inhibitor: -5.0; pCIP destab: 0.7

Results for O=C(CC(=O)c1ccccc1)Nc1cc([N+](=O)[O-])ccc1Cl ?
GPR7 antagonist: -9.7; NALP1 inh: 10.6; M18AAP inhibitor: -16.2; PHOSPHO1 inh: 13.8; IDE cell activ: -1.4; VIM-2 inh: 2.1; IDE inh: 0.5; IMP-1 inhibitor: -1.2; pCIP destab: -5.5

How did Cc1ccc(-c2cc(C(=O)OCC(=O)N(C)C3CCS(=O)(=O)C3)c3ccccc3n2)o1 (configuration not stated) do in these assays?
GPR7 antagonist: -14.1; NALP1 inh: 9.7; M18AAP inhibitor: -15.8; PHOSPHO1 inh: 44.8; IDE cell activ: -2.1; VIM-2 inh: -0.2; IDE inh: 4.2; IMP-1 inhibitor: -2.8; pCIP destab: 4.1

Bioassay records: PubChem, several laboratories
